HGIII-sPLA2 inh: Blocks human group III sPLA2 activity; QFRET BODIPY PC-A2 liposome hydrolysis, fluorescence; AID 743126; inhibition, % at 12.2 µM; Q9NZ20; hit rate 0.56% among 370,000;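 active means inhibition above mean plus 3 SD of compounds lying within the high and low control bounds, cut at about 19% in these data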;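 further: 0% = median of test compound wells and 100% = no enzyme DMSO wells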
Target sequence (Q9NZ20 whole entry, looked up): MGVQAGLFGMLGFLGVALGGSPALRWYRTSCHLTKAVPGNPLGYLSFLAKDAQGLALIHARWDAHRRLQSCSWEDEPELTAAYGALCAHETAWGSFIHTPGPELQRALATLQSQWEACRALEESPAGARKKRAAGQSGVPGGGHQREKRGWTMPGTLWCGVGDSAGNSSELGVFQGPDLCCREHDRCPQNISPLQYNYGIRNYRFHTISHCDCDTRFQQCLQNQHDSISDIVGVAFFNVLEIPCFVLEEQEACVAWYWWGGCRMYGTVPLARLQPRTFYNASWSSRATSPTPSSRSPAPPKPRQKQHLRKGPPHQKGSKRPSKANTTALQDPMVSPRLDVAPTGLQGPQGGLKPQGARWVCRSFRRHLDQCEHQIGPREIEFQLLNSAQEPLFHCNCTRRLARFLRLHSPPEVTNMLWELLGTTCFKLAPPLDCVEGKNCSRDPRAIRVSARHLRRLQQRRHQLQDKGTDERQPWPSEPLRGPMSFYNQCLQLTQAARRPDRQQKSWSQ
ADAM10 inh: ADAM10 inhibition, QFRET primary screen | recombinant ADAM10, EDANS/DABCYL FRET peptide cleavage, 3 h | hit rate 0.62% among 370,000 | inhibition, % at 7 µM | O14672 | AID 720582;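 active means inhibition above a per-campaign cutoff equal to the mean of compounds falling between control-based bounds plus 3 SD, cut at about 20% in these data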;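 further: 0% = DMSO wells while the 100% control is not disclosed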
ASAP1 inh: inhibitors of human ASAP1 ArfGAP activity. ASAP1-stimulated ARF1 GTP hydrolysis, GDP FP detection. inhibition, % at 16.5 µM. hit rate 0.19% among 360,000; in the data active means inhibition above about 25%;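 further: 0% = vehicle with enzyme and substrate and 100% = no enzyme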
DDE Tn6 FP inh: DD(E)-Tn6 binding inhibition, primary FP screen; P02675; Fibrin DD(E) TRITC-Tn6 fluorescence polarization displacement; inhibition, % at 8.3 µM; hit rate 0.21% among 370,000; AID 720509;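 active means inhibition above a per-campaign cutoff: mean of compounds within control limits plus 3 SD, cut at about 15% in these data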;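 further: 0% = median of all compound wells on the plate and 100% = blocking peptide control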
Target sequence (P02675 whole entry, looked up): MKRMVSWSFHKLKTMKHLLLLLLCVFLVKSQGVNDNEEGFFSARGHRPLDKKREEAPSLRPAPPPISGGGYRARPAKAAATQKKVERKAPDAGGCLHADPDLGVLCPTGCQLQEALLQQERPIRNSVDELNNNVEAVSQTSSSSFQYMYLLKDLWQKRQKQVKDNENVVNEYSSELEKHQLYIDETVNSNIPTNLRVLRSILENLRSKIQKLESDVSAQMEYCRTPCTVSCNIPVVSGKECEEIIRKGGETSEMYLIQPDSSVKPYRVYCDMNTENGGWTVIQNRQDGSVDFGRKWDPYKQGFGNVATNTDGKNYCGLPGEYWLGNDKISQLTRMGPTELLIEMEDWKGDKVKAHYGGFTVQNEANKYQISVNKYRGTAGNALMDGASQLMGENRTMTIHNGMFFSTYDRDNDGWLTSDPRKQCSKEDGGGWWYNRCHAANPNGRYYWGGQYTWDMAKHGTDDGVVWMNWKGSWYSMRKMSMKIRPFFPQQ
KLK7 zymogen act: proKLK7 (human) activation, primary screen; purified proKLK7, EDANS-DABCYL substrate fluorescence; 100% is mature enzyme control, 0% vehicle; hit rate 0.9% among 370,000; activation, % at 7 µM;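 active means activation above the mean of all tested compounds plus 3 SD, computed per campaign excluding outliers beyond control limits, cut at about 13% in these data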
FXN GAA850 act: frataxin GAA850 promoter activation | HEK293 lucGAA850 FXN promoter luciferase reporter, 24 h; percent of 10 µM SAHA response | activation, % at 6 µM | hit rate 0.56% among 360,000;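 active means activation above the average of all compounds screened plus 3 SD, cutoff fixed separately per campaign, cut at about 7.5% in these data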;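 further: 0% = DMSO wells and 100% = 10 µM SAHA wells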
rCAG binder: molecules binding r(CAG) RNA repeats; r(CAG) RNA repeat, TO-PRO-1 dye displacement fluorescence; inhibition, % at 3 µM; hit rate 1.3% among 370,000; AID 651821;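 active means inhibition above the plate cutoff, the mean of all test compounds on that plate plus 3 SD, cut at about 35% in these data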;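 further: 0% = DMSO alone and 100% = 100 µM mitoxantrone as full dye displacement; higher means more dye released from RNA so lower well fluorescence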
ARFGAP1 inh: inhibitors of rat ARFGAP1; Q62848; Arfgap1-stimulated ARF1 GTP hydrolysis, GDP FP detection; inhibition, % at 16.5 µM; hit rate 0.26% among 360,000; AID 651572;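 active means inhibition above a per-plate limit, mean inhibition of low control wells plus 3 SD, cut at about 25% in these data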;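 further: 0% = DMSO wells with enzyme and 100% = wells lacking Arfgap1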
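System: truncated rat Arfgap1 GAP domain / Medium: HEPES-based buffer, pH 7.5 / Also added: N-terminally truncated human ARF1-GTP substrate / Incubation: enzyme reaction 120 min at 25 °C after 20 min preincubation / Measured by: FP of antibody-bound GDP Alexa 633 tracer, ex 620/em 688 nm / Replicates: singlicate, each compound tested once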
GC-B act: GC-B (human) receptor activation | P20594 | HEK293-GC-B cells, CNP EC30, cGMP TR-FRET; 0% at EC30 CNP, 100% saturating CNP | activation, % at 10 µM | hit rate 0.11% among 370,000 | AID 1920062;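 active means activation at 10 µM reaching about 35% in either raw or pattern-adjusted values, limit read from the data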
GC-A act: GC-A (human) enzyme activation | P16066 | HEK293 GC-A cells, cGMP TR-FRET, EC30 ANP; 0% at EC30 ANP, 100% saturating ANP | activation, % at 10 µM | hit rate 0.14% among 370,000 | AID 1671463; in the data active means activation above about 40%
Numbers without * were called inactive; i = inactive; . = not tested or not shown. Compounds were not picked by outcome; any-hit rate near 4.5%.

SMILES	HGIII-sPLA2 inh	ADAM10 inh	ASAP1 inh	DDE Tn6 FP inh	KLK7 zymogen act	FXN GAA850 act	rCAG binder	ARFGAP1 inh	GC-B act	GC-A act
COc1ccc(OCCCC(=O)Nc2ccc(N3CCOCC3)cc2)cc1	1	2	3	-3	0.2	2.5	0	4	1	0
Cc1ccc(C(O)c2ncc(-c3cccc4ccccc34)[nH]2)c(C)c1 (configuration not stated)	-10	-95	10	5	0.1	0.6	3	7	-3	-4
CN(Cc1ccc(OC(F)F)cc1)Cc1nc2c(Br)cc(Br)cc2c(=O)[nH]1	-6	3	0	4	0.1	0.0	-3	0	-4	2
O=C(NCc1ccccc1C(F)(F)F)C1CC(c2ccc(C(F)(F)F)cc2)=NO1 (configuration not stated)	0	14	-4	-4	0.0	3.0	-11	28*	-6	4
CCOC(=O)CCC(=O)N(CCN(C(=O)CCC(=O)OCC)c1ccccc1)c1ccccc1	-3	1	-6	-3	0.4	-2.1	-2	6	-27	-30
Cc1cc2ccccn2c1C(=O)c1ccc(NN)c([N+](=O)[O-])c1	5	11	2	1	0.3	0.3	12	-7	5	-6
C[C@@H]1CN([C@@H](C)CO)C(=O)CCCn2cc(nn2)CO[C@H]1CN(C)S(=O)(=O)c1cccc(C#N)c1	7	-5	-1	-7	0.0	-1.9	0	7	3	2
O=S(=O)(NCCOCC(F)(F)C(F)F)c1ccc2oc3ccccc3c2c1	-31	29*	-1	-5	-0.1	-2.5	9	-2	-3	0
CC(C)(C)c1ccc(C(=O)CC(=O)c2cc(Cl)ccc2O)cc1	-2	-7	14	-1	-0.1	3.2	8	0	-4	2
COc1ccc(CNC(=S)Nc2cccc(C)c2C)cc1	9	-2	3	-2	0.1	-0.9	-4	2	-2	4
O=C(C1CCN(S(=O)(=O)N2CCOCC2)CC1)N1CCN(c2ccc(F)cc2)CC1	7	2	-4	4	0.8	0.4	-4	-8	-3	5
COc1cc(/C=C(\C#N)c2nc3ccccc3[nH]2)ccc1OC(=O)c1ccco1	-16	-179	10	-11	-4.8	7.8*	21	2	8	15
C/C=C/C(=O)Nc1cccc(C(F)(F)F)c1	3	-3	10	-5	-0.3	0.6	-1	-2	4	3
Cc1ccc(-c2nn(-c3ccccc3)cc2/C=C/C(=O)O)o1	-21	-232	9	1	10	1.6	14	17	-7	-1
CN(C)C1(CNC(=O)C2CCC(=O)N(Cc3ccc(Cl)cc3)C2)CCCCC1 (configuration not stated)	-4	-2	-6	9	0.1	0.9	-4	-11	1	1

The list goes on; it opens with the two that closed the last part.
SMILES	HGIII-sPLA2 inh	ADAM10 inh	ASAP1 inh	DDE Tn6 FP inh	KLK7 zymogen act	FXN GAA850 act	rCAG binder	ARFGAP1 inh	GC-B act	GC-A act
Cc1ccc(-c2nn(-c3ccccc3)cc2/C=C/C(=O)O)o1	-21	-232	9	1	10	1.6	14	17	-7	-1
CN(C)C1(CNC(=O)C2CCC(=O)N(Cc3ccc(Cl)cc3)C2)CCCCC1 (configuration not stated)	-4	-2	-6	9	0.1	0.9	-4	-11	1	1
CCOC(=O)C(C)NC(=O)c1cn(-c2ccc(OC)cc2)c(=O)c2ccccc12 (configuration not stated)	1	-8	5	-4	-0.1	0.7	-1	18	-1	-2
CC1(C)CC(=O)C=C(Nc2ccccc2NC(=O)c2cnccn2)C1	4	-4	7	-4	0.6	0.2	-3	-9	1	0
O=C(Cc1c(F)cccc1Cl)NCC1CCCO1 (configuration not stated)	-4	8	-1	1	0.0	1.1	-2	-2	0	0
O=C(Nc1cccc2ccccc12)/C(Cl)=C/c1ccccc1	-8	0	8	2	-0.1	1.5	0	6	-5	5
O=C(c1csc2ccccc12)N1CCN(c2ccc(Cl)c(Cl)c2)CC1	4	-2	4	-2	-0.4	-1.2	4	-1	5	1
Cc1ccc(OCC(=O)Nc2ccc3c(c2)CCC3)c([N+](=O)[O-])n1	-2	7	4	-9	-0.3	2.5	2	-1	1	1
O=c1[nH]cnc2sc3c(c12)CCCC3	2	-10	0	0	-0.3	-2.2	-1	0	-2	1
CCCOc1ccc(C(F)(F)F)cc1NC(=O)CN1C(=O)C(=O)N(CC)C1=O	10	-9	-9	2	0.0	-1.1	3	4	-1	0
COc1ccc(-n2nc(C(=O)NCC(=O)NC(C)C)c3ccccc3c2=O)cc1	-5	1	-8	-1	-1.1	-1.5	1	7	2	3
CC(NC(=O)Cc1cccs1)C(c1cccs1)N1CCOCC1 (configuration not stated)	2	6	-1	-2	0.5	-3.8	3	15	2	5
CCCC[C@@H]1CN=C(N)N1CCc1cc(C(F)(F)F)cc(C(F)(F)F)c1	5	6	13	1	0.7	0.1	6	10	-2	4
O=S(=O)(NCCc1cn2ccccc2n1)c1ccc2c(c1)OCCO2	6	-13	-12	-6	-0.7	0.4	4	9	4	3
CCc1nnc(NC(=O)Cc2ccc(OC)c(OC)c2)s1	-6	4	-27	-6	-0.4	0.3	0	7	1	0
COc1ccc(N2C(=S)N=C(Nc3ccccc3)C23CCCCC3)cc1	8	7	11	0	0.2	-0.4	-2	-26	-4	-3
Cc1cc(OCCCCOc2ccc(C#N)cc2)ccc1[N+](=O)[O-]	0	-2	4	-1	-0.5	0.9	2	0	0	3
O=C(NCCc1cn2ccccc2n1)c1cc(COc2c(F)cccc2F)on1	-9	-4	12	-4	0.6	3.8	-6	-3	-1	-4
C/C(CCc1ccccc1)=N/NC(=O)C(=O)NC(C)c1ccccc1 (configuration not stated)	0	6	-7	3	0.5	0.1	-1	4	2	-7
COC(=O)[C@]12C[C@H](CC(=O)N3CCCC3)C(=O)N(CCc3ccc(OC)c(OC)c3)C1=C[C@H](C(C)(C)C)O[C@@H]2C	-3	-1	.	7	0.5	.	-1	.	-5	-1
O=[N+]([O-])c1ccc(-c2cccnc2)cc1	4	-10	-5	6	0.6	1.7	1	-1	1	-4
CCCCN(C=O)c1c(CC)nc2ccc(C(=O)NCCc3c[nH]c4ccccc34)cn12	-64	-10	5	-5	1.9	-5.1	2	12	1	-2
CCOc1ccc(C(CC(=O)O)NC(=O)Cc2ccccc2)cc1OC (configuration not stated)	4	-1	0	10	0.5	3.5	-3	6	3	1
C#CCOCCOCCOCCNc1nc(N2CCN(C(=O)[C@H](CCC(=O)O)n3cc([C@@H](N)[C@H](C)CC)nn3)CC2)nc(N2CCN(C(=O)[C@H](CCC(=O)O)n3cc([C@@H](N)CC(N)=O)nn3)CC2)n1	8	-15	0	-2	0.3	-0.9	3	8	-3	5
CCN(CC(=O)NCc1ccc(F)cc1)C(=O)CN1CCN(c2cc(Cl)ccc2C)CC1	-8	-1	1	3	0.6	-0.1	-5	0	5	-6
COc1cccc(OCC(=O)Nc2c3c(nn2-c2ccccc2)CS(=O)(=O)C3)c1	2	-3	4	9	-0.4	-2.2	4	12	-3	-3
NNC(=O)[C@H](Cc1ccccc1)NC(=O)NCCc1ccccc1	-15	2	3	1	0.0	2.2	2	4	7	0
CC(C)(C)c1[nH]ncc1[N+](=O)[O-]	-7	6	5	8	0.6	4.1	1	4	-2	1
Cc1cc(NC(=O)c2ccc(C)c(C)c2)no1	0	-6	-12	3	0.4	6.1	2	-12	7	3
COC(=O)c1ccc2[nH]cc(CCO)c2c1	-4	5	-2	3	0.1	1.6	-1	-2	3	1
Cc1cccc(-c2cc(C(=O)Nc3ccc4c(c3)OCCO4)c3ccccc3n2)c1	-6	7	2	-3	-2.8	-4.6	8	21	1	4
CCOC(=S)SCc1cn2cccc(C)c2n1	11	-19	8	-7	0.2	1.9	1	6	-6	-3
Cc1ccc(Cn2c(=N)c(C(=O)NCc3ccco3)cc3c(=O)n4ccccc4nc32)cc1	12	i	-9	-1	-5.5	2.3	10	2	12	53*
O=C(NCCN1CCOCC1)c1cc(Cl)ccc1Cl	9	-3	-2	-10	-0.5	1.1	-3	-11	2	1
CC(C)CN1C(=O)C(=O)N(CC(=O)N2c3ccccc3NC(=O)CC2C)C1=O (configuration not stated)	7	-9	13	5	0.5	-2.1	0	-4	3	3
CCN(CC)CCNC(=O)c1ccc(NC(=O)c2cc(S(=O)(=O)N3CCCCC3)ccc2C)cc1	6	-7	-8	-10	0.0	1.7	-4	3	-1	6
CC1(C)C(=O)Nc2ccccc2N1C(=O)COC(=O)c1cccc(O)c1	-5	-12	-8	10	-0.1	0.6	4	-4	3	1
COc1cnc(-c2ccccn2)nc1Sc1ccccc1	8	-2	-9	-5	-0.7	3.0	-6	-13	0	-8
CCOC(=O)c1c(SCC(=O)Nc2nccs2)nc(C)c(C)c1C	8	-49	-4	-3	79*	1.2	-8	8	-2	1
Cc1onc(-c2c(Cl)cccc2Cl)c1-c1nnc(-c2ccc(Cl)cc2)o1	-9	3	-6	5	0.5	0.1	0	-2	-9	-16
COc1ccc(NC(=O)c2cc3c(=O)n4ccccc4nc3n2C)c(OC)c1	7	-4	-1	0	-6.4	0.7	1	-4	-3	1
CCO[C@H]1OC(C(=O)N2CCN(Cc3ccccc3)CC2)=C[C@@H](c2ccccc2)[C@@H]1CCCO	1	-4	2	-2	-0.1	-0.9	-5	-8	3	-6
Cc1ccc(S(=O)(=O)N2CCCCC2)cc1NC(=O)COC(=O)c1ccc(=O)[nH]c1	-11	-6	4	-4	0.3	0.5	11	0	3	0
CCO/C=C1/C(=O)N(Cc2ccccc2)C(=O)c2ccccc21	7	-25	31*	-1	-1.8	1.2	5	18	0	-3
O=C(CN(C(=O)CNS(=O)(=O)c1ccc(F)cc1)c1cccc(F)c1)NCC1CCCO1 (configuration not stated)	3	-8	8	-3	0.0	-0.7	-3	-6	-2	-2
Cc1ccc(C)c(NC(=S)NNC(=O)c2csc(C(C)C)c2)c1	5	7	3	-1	0.3	0.8	11	7	1	4
O=C(NCCc1ccccc1C(F)(F)F)c1cc(COc2ccccc2)on1	-15	6	0	-4	0.4	1.3	-2	8	3	-1
CCOC(=O)c1ccc(NC(=O)c2nc[nH]c2C(=O)N[C@@H](C)C(=O)OC(C)(C)C)cc1	2	13	-9	-10	0.2	-0.5	-1	7	-7	0
Cc1cccc(NC(=O)c2cccc(N3C(=O)CCC3=O)c2)c1	8	-7	-7	-4	-0.6	-1.8	0	-9	-1	3
Nc1nc(N)n(-c2ccccc2)c(=Nc2ccccc2)n1	0	-3	-3	5	0.0	1.1	2	4	1	-3
CCN(CC)CCN(C(=O)Cn1nnc(-c2ccc(C)o2)n1)C(C(=O)NC(C)(C)C)c1cccs1 (configuration not stated)	1	-7	-9	3	0.0	-1.0	-2	0	-1	-4
CC(C)CCNC(=O)C(c1cccnc1)N(Cc1ccccc1)C(=O)Cn1nnc2ccccc21 (configuration not stated)	-8	2	4	-2	0.3	0.0	-4	1	0	-11
Cc1ccc(N(Cc2cc3ccccc3[nH]c2=O)C(=O)c2ccco2)c(C)c1	-10	-22	3	6	-0.7	-4.6	-1	3	-8	-4
O=C(Nc1cccnc1)c1cccc(S(=O)(=O)N2CCOCC2)c1	5	1	6	-1	-1.0	1.7	-2	-1	-6	4
COP(=O)(OC)OC(C(=O)c1ccccc1)c1ccc(Cl)cc1 (configuration not stated)	13	0	-5	1	-0.1	.	-2	-7	-6	-17

Screening results from PubChem BioAssay.
